High-throughput results: PubChem BioAssay, National Center for Advancing Translational Sciences (NCATS)
S2 tox: reduces viability in counter-screen for ATXN expression inhibitors; hit rate 0.49% among 400,000; Potency, µM (top dose mostly 56.7 µM), most hits filed as cytotoxic; S2 cells (HEK-293 line with an ATXN2-luciferase reporter) viability, CellTiter-Fluor protease fluorescence, 24 h; further: nearly all actives have a fitted effect of over 40% in size
ATXN2 expr inh: reduces ATXN2 reporter expression in HEK-293 cells; HEK-293 ATXN2-luciferase reporter, luminescence, 24 h; Potency, µM (highest dose often 57 µM), for inactives: at the top dose activity change, negative = inhibition, actives largely listed as inhibitors; hit rate 0.72% among 360,000; further: on the % scale 0 is the no-effect control and ±100 the full control effect; nearly all actives have a fitted effect of over 55% in size
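qHTS (up to 57 uM final) was run with 24 h compound exposure of reporter cells at 37 °C. Each well was multiplexed: SteadyGlo luminescence measured ATXN2-luciferase expression after a fluorogenic Gly-Phe-AFC viability readout (25 uM final).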
Nrf2 block: inhibitors of Nrf2 signaling; A549 ARE-Fluc reporter, luciferase luminescence, 18-24 h; hit rate 2.1% among 360,000; Potency, µM (series often up to 46 µM), for the others: top-dose activity change, negative = inhibition, hits mostly inhibitors; AID 504444; further: on the % scale 0 is the no-effect control and ±100 the full control effect; nearly all actives have a fitted effect of over 60% in size
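A549 ARE_Fluc cells, 5000/well, 5% FBS OPTI-MEM; compounds in dose-response, 18-24 h at 37 °C/5% CO2; CellTiter-Fluor viability read (Ex 405/Em 525), then BugLite luciferase luminescence = Nrf2 activity.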
EPAC2 antag: EPAC2 (human) antagonism; EPAC2 GEF exchange of Rap1B-BODIPY-GDP, fluorescence; Potency, µM (titrated, usually from 114 µM), inactives show at the highest dose activity, negative = inhibition, usual class: inhibitors; Q8WZA2; hit rate 0.18% among 360,000; further: on the % scale 0 is the no-effect control and ±100 the full control effect; nearly all actives have a fitted effect of over 45% in size; many of its hits are not listed in these tables
Target sequence (Q8WZA2 whole entry, looked up): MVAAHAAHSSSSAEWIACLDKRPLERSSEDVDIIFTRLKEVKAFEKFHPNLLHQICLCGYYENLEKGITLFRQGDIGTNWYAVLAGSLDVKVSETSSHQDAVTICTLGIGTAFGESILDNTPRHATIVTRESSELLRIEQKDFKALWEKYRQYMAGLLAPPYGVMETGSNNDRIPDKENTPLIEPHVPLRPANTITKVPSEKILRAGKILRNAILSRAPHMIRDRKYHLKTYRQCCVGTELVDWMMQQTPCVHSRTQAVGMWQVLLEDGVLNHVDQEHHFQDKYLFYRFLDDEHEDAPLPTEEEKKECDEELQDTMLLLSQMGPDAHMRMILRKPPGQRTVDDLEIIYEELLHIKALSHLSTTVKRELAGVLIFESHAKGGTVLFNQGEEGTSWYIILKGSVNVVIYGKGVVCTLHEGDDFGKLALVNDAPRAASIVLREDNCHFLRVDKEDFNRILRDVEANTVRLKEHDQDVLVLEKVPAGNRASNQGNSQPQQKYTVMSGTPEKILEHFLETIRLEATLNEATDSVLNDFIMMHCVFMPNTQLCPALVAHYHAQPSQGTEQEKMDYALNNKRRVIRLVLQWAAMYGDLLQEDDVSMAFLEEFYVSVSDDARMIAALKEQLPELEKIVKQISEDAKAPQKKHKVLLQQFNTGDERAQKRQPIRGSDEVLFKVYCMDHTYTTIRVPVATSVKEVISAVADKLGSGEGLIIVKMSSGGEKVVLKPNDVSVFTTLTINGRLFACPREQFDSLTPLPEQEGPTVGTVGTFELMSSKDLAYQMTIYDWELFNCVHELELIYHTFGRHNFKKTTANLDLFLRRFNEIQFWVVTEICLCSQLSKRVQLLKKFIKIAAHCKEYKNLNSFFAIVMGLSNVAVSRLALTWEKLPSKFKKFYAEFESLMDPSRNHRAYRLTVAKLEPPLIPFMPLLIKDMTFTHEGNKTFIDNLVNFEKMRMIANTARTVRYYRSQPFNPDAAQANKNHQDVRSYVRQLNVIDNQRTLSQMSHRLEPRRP
TGFb SMAD3 inh: TGF-b pathway inhibition; Potency, µM (doses to about 46.1 µM), without a hit: top-dose activity, negative = inhibition, actives largely listed as inhibitors; HepG2 CAGA-GFP TGF-b/SMAD3 reporter, GFP fluorescence, 18 h; TGF-beta stimulated, 500 pg/mL final; AID 588855; hit rate 1.2% among 410,000; further: on the % scale 0 is the no-effect control and ±100 the full control effect; nearly all actives have a fitted effect of over 65% in size
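Cell-based qHTS in HEPG2 carrying a CAGA-GFP Smad reporter; compounds added before 500 pg/mL final TGF-beta, 18 h incubation at 37 degrees C, GFP fluorescence quantified per cell by imaging cytometry.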
MCF10A rerep: induces DNA re-replication in MCF 10a normal breast cells. MCF 10A DNA re-replication, Hoechst nuclear intensity, 48 h. Potency, µM (top dose mostly 46.1 µM), inactives show at the highest dose activity, positive = re-replication, hits mostly activators. hit rate 2.9% among 350,000; further: % of control where 0% means no effect; nearly all actives have a fitted effect of over 50% in size
Nrf2 activator: Nrf2 pathway activation | hit rate 0.31% among 410,000 | AREc32 ARE-luciferase reporter (MCF7-derived line), luminescence, 24 h | Potency, µM (top dose mostly 46.1 µM), for inactives: at the top dose activation, most hits filed as activators; further: % of control where 0% means no effect; nearly all actives have a fitted effect of over 65% in size
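Quantitative high-throughput format: AREc32 reporter cells, 1000 per well, received compound by pin transfer and were incubated 24 hr at 37 deg C, 5% CO2, before Steady-Glo luminescence detection.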
HepG2 viability: counter-screen for TGF-b inhibitors: cytotoxicity in HepG2 cells; HepG2 CAGA-GFP viability, ATP luminescence, 18 h; Potency, µM (series often up to 46.1 µM), for the others: at the top dose activity change, negative = cytotoxicity, most hits filed as cytotoxic; hit rate 0.76% among 410,000; AID 588856; further: some results filed as inactive show a strong effect at the top dose
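CellTiter-Glo luminescence gave cytotoxicity after 18 hours at 37 degrees C. The cells were HepG2 CAGA-GFP in 1% FBS DMEM, stimulated with 500 pg/mL TGF-beta after compound addition. %Activity was normalised to no-cell wells (complete cell-killing) and DMSO (no toxicity), and curves were fitted and classified.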
A549 tox: kills or reduces viability of A549 cells in Nrf2 counter-screen | Potency, µM (top dose mostly 46 µM), for inactives: at the top dose activity change, negative = cytotoxicity, hits mostly inhibitors | AID 504648 | hit rate 0.16% among 390,000 | A549 ARE-Fluc cells, CellTiter-Fluor viability, 18-24 h; further: on the % scale 0 is the no-effect control and ±100 the full control effect
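A549 ARE-Fluc cells in 5% FBS OPTI-MEM, 5000 cells/well, rested 2 h then exposed to compounds in concentration-response for 18-24 h at 37 °C. Viability by CellTiter-Fluor fluorescence (Ex 405/Em 525) after 30 min; luciferase luminescence (BugLite, 15 min, RT) read afterwards.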
* marks the source's active call; other numbers are inactive results; i = inactive; ? = inconclusive; / = not tested or not shown; & = joins results of further samples; [ ] = dose if it differs, or a comment. The call rests on the fitted dose curve; in most records, active means well fitted curve in the direction sought with a large enough effect; inconclusive means small, poorly fitted or top-dose-only effect, or another doubt; inactive means no such curve, though single readings can be large; an effect the other way counts as inactive or inconclusive. Potency means the concentration at half of the fitted maximal effect. Some of the compounds tested, so the mix of outcomes need not match the whole.

SMILES	S2 tox	ATXN2 expr inh	Nrf2 block	EPAC2 antag	TGFb SMAD3 inh	MCF10A rerep	Nrf2 activator	HepG2 viability	A549 tox
CN1CCC(N(C)S(=O)(=O)c2ccc(NC(=O)COc3ccc(Cl)cc3)cc2)CC1	i	-34.3%	1.6%	0.3%	-21.8%	?	3.9%	-40.8%	2.3%
Cc1ccc(-c2cn3c(n2)sc2cc(C(=O)NC4CCCCCC4)ccc23)c(C)c1	i	4.9%	?	/	1.6%	/	0.0%	-0.8%	-6.2%
Cc1ccc2c(c1)c1c(n2C)-c2[nH]ncc2CC1	i	34.7%[activator]	-28.0%	-7.1%	-1.6%	11.3%	6.1%	-4.9%	-8.6%
CCc1cccc2c(SC(C)C(=O)NCC3CCCO3)nc(-c3ccccc3)nc12 (stereo not drawn)	i	4.7%	-2.4%	1.7%	-5.7%	?	0.3%	-16.5%	0.6%
Clc1cccc(-n2ncc3c(NCCCc4ccccc4)ncnc32)c1	i	-2.5%	/	/	4.7%	/	-0.9%	-14.5%	0.6%
Cc1cc(C)c(C)c(OCCCCN(C)Cc2ccccc2)c1	?	/	0.0%	-9.4%	-13.6%	-3.5%	1.8%	-37.6%	?
COc1ccc(NC(=O)c2ccc3c(c2)C(=O)N(CC2CCCO2)C3=O)cc1O (stereo not drawn)	i	1.5%	-4.1%	23.4%	-0.9%	?	-0.1%	2.3%	-1.1%
COCCCN(C(=O)Cn1ncc2c(=O)oc3ccc(C)cc3c21)C(C)c1ccncc1 (stereo not drawn)	?	-18.2%	2.3%	16.5%	8.2%	-2.2%	0.1%	4.0%	-3.6%
Cc1n[nH]c(C)c1CCNC(=O)C1CCC(=O)N(CCc2cccc(F)c2)C1 (stereo not drawn)	i	-8.3%	1.0%	-3.7%	0.0%	5.3%	-0.5%	-34.7%	9.8%
COC(=O)C(NC(=O)CCc1nnc2ccc(N3CCCCC3)nn12)C(C)C (stereo not drawn)	i	30.0%	15.8%	6.9%	0.0%	-0.1%	-0.2%	4.4%	0.7%
O=C(c1ccc2c(c1)N(Cc1ccccc1F)C(=O)c1ccccc1S2(=O)=O)N1CCN(c2ccccn2)CC1	i	-2.3%	-30.3%	/	0.0%	/	0.0%	0.8%	-14.9%
c1ccc(-c2ccccc2OCCOCCN2CCOCC2)cc1	i	-4.8%	0.0%	3.4%	2.4%	23.0%	-0.2%	5.2%	0.0%
CC(C)c1ccc(S(=O)(=O)N2CCN(C(=O)C3CC3C)CC2)cc1 (stereo not drawn)	?	-10.0%	0.4%	5.6%	0.6%	7.4%	-0.9%	0.0%	-1.8%
CCNC(=S)NNC(=O)c1csc(C(C)C)c1	?	41.4%[activator]	?	13.8%	-11.8%	-3.2%	2.7%	-1.9%	-0.1%
OCCNCc1cccc(Br)c1	i	-7.6%	11.3%	15.2%	?	-9.6%	-0.2%	-1.4%	-0.2%
CC(OC(=O)CNC(=O)C1CCCCC1)C(=O)NCc1ccccc1 (stereo not drawn)	i	-1.5%	2.7%	-3.0%	6.2%	6.1%	0.2%	-4.9%	-2.7%
COc1ccc(CN(C2CCCC2)S(=O)(=O)c2ccc(-n3cnnn3)c(OC)c2)cc1OC	i	-7.6%	?	-13.5%	?	2.5%	2.5%	2.1%	-0.2%
CC1(C)CC(=O)/C(=C\c2cccc([N+](=O)[O-])c2)C(C)(C)N1	?	12.5%	-18.8%	8.2%	?	?	?	-30.0%	-7.0%
C/C(CC(=O)Nc1ccccc1C#N)=N\NC(=O)c1ccncc1	i	-5.2%	6.6%	4.3%	-4.5%	-3.8%	0.6%	-10.2%	-5.0%
O=C(CCC(=O)N1CCOc2ccccc21)N1CCOCC1	?	-4.5%	14.8%	6.1%	3.3%	4.3%	0.1%	-42.4%	4.5%
CCOC(=O)C1CCN(C(=O)c2ccc(NC(=O)C3CCCO3)cc2)CC1 (stereo not drawn)	i	1.5%	12.8%	0.3%	-16.7%	4.5%	-0.5%	-12.3%	-3.3%
CN1CCN(C(CNC(=O)C(=O)Nc2ccc(F)cc2)c2cccnc2)CC1 (stereo not drawn)	i	9.1%	?	/	23.1%	/	4.1%	2.4%	-17.1%
O=C1Cc2cc(S(=O)(=O)N3CCN(c4ccccc4)CC3)ccc2N1	i	-0.8%&1.5%	-13.5%&-10.8%	4.6%	-6.0%&146.1%	3.8%	3.2%&0.5%	1.2%&-0.3%	26.0%&8.1%
Cc1cc(NC(=O)C(C)SCC(=O)OC(C)C(=O)Nc2ccc(F)cc2Cl)no1 (stereo not drawn)	i	2.8%	17.4%	5.1%	16.6%	0.4%	-0.5%	7.9%	0.7%
O=C1CC(c2ccc(S(=O)(=O)N3CCCCC3)cc2)CN1 (stereo not drawn)	i	2.0%	-10.9%	2.6%	6.7%	-6.3%	-0.3%	1.8%	-5.6%

Copied from the list.
c1ccc(-c2ccccc2OCCOCCN2CCOCC2)cc1 @ TGFb SMAD3 inh = 2.4%
Cc1cc(NC(=O)C(C)SCC(=O)OC(C)C(=O)Nc2ccc(F)cc2Cl)no1 (stereo not drawn) @ A549 tox = 0.7%

(list continues)
SMILES	S2 tox	ATXN2 expr inh	Nrf2 block	EPAC2 antag	TGFb SMAD3 inh	MCF10A rerep	Nrf2 activator	HepG2 viability	A549 tox
CC1(C)CC(=O)C(C=NCCO)=C(O)C1	i	4.8%	11.2%	20.1%	1.2%	-0.2%	-0.3%	9.7%	-4.0%
CC(=O)Nc1ccc(C=NNc2ccc([N+](=O)[O-])cc2S(=O)(=O)Nc2ccccc2C(=O)O)cc1	i	4.8%	10.9%	?	2.2%	20.6µM*	-0.4%	-4.2%	?
CCOC(=O)NCc1ccc2[nH]c(C)cc2c1	i	19.2%	9.8%	-2.4%	-7.0%	4.9%	2.4%	-33.8%	7.9%
CCCCNC(=O)C1(C)CCC(=O)N1C1CCN(Cc2ccccc2)CC1 (stereo not drawn)	i	6.2%	/	1.2%	-1.3%	/	-1.0%	-5.4%	/
CN1C(=O)c2ccccc2N(C)C1c1ccc(F)cc1 (stereo not drawn)	i	-17.8%	-15.9%	9.4%	-0.4%	-2.2%	0.0%	10.6%	-1.7%
COc1ccc(OCC(=O)N2CCN(C(=O)c3cc(OC)c(OC)c(OC)c3)CC2)cc1	/	/	-9.3%	/	-1.2%	/	3.7%	-1.6%	0.5%
C=C(C)c1cccc(C(C)(C)NC(=O)Nc2nncs2)c1	i	-4.9%	4.9%	-3.4%	-6.3%	1.5%	-0.5%	-12.7%	2.7%
CC(C)c1ccc2occ(CC(=O)Nc3cccc(C(F)(F)F)c3)c2c1	?	0.0%	?	/	?	/	0.6%	-74.5%	-21.3%
CC(C)(Oc1ccc(Cl)cc1)C(=O)NCc1ccncc1	i	-6.3%	-5.1%	12.1%	2.8%	0.9%	-0.5%	-14.0%	-1.7%
CS(=O)(=O)c1cccc(C(=O)NCc2ccc(F)cc2)c1	i	3.3%	1.3%	21.4%	-12.4%	2.7%	0.2%	-0.2%	-3.6%
CCN1CCN(c2oc(/C=C/c3cc(OC)c(OC)c(OC)c3)nc2C#N)CC1	/	/	17.4%	/	0.6%	/	0.5%	-2.0%	-1.5%
COC(=O)Nc1ccc(S(=O)(=O)NNC(=O)c2c(O)c3ccccc3n(C)c2=O)cc1	i	8.7%	-0.6%	1.1%	-0.8%	8.4%	4.7%	-12.7%	-1.3%
COc1cc(-c2nc3ncccn3c2Nc2ccc(C)cc2C)ccc1O	/	/	?	/	/	/	10.2%	-30.5%	0.0%
CSCC[C@H](NC(=O)c1ccc2c(c1)OCO2)c1nnc2ccccn12	i	2.2%	16.8%	9.3%	14.5%	1.7%	-1.2%	-1.5%	-12.8%
COc1ccc(Cc2nc3c4cnn(-c5ccccc5F)c4ncn3n2)cc1	/	/	?	/	/	/	4.6%	-15.3%	-0.4%
O=[N+]([O-])c1ccc(C(S(=O)(=O)Cc2ccccc2)S(=O)(=O)Cc2ccccc2)cc1	i	/	/	-0.9%	0.8%	/	0.0%	3.8%	/
Cc1ccc(NS(=O)(=O)c2ccc(-c3coc(C)n3)cc2)c(C)c1	?	-3.8%	?	-3.8%	3.9%	-35.4%	0.3%	-9.2%	-2.2%
CCCC(C)C(=O)Nc1nc(C)c(-c2csc(Nc3ccccc3OC)n2)s1 (stereo not drawn)	i	5.5%	-21.0%	-0.7%	8.9%	20.6µM*	4.1%	-5.0%	-2.5%
Cc1csc(NC(=O)C(C)Oc2ccc(Br)cc2)n1 (stereo not drawn)	i	6.3%	-4.0%	0.7%	-24.1%	-1.1%	0.0%	-30.3%	0.9%
COc1ccc(C2=NN(C(=O)CSc3nc4ccccc4s3)C(c3ccc(F)cc3)C2)cc1 (stereo not drawn)	i	0.0%	-17.2%	10.2%	0.3%	2.6%	0.4%	-14.1%	-0.4%
CN(Cc1ccccc1)S(=O)(=O)c1ccc2c(c1)n(C)c(=O)c(=O)n2C	i	14.6%	?	-0.2%	9.1%	-1.7%	-0.4%	-7.1%	8.0%
COc1ccc(/C=N/OCc2ccc(Br)cc2)c(OC)c1	i	/	0.2%	-15.3%	13.0%	1.0%	2.6%	-2.4%	0.5%
CCOC(=O)C1=C(C)NC(SCC(N)=O)=C(C#N)C1c1ccncc1 (stereo not drawn)	i	0.1%&3.8%	10.2%&4.7%	13.3%&7.0%	-5.7%&-3.7%	6.4%&13.0%	1.5%&-1.0%	6.2%&3.1%	5.3%&-0.3%
N=C1CCCN1CC(=O)c1ccc(Cl)cc1	i	-3.2%	4.4%	7.9%	12.5%	3.0%	0.6%	-0.4%	1.2%
CC(C)NC(=O)c1onc(CSc2ccc(Cl)cc2)c1C(=O)NC(C)C	i	-2.2%	-12.6%	-17.4%	?	7.6%	4.2%	1.2%	0.1%
